KLF5 inh: suppresses KLF5 promoter-driven expression; inhibition, % at 5 µM; DLD-1 KLF5 promoter-luciferase reporter, luminescence; 290,000 compounds, 0.23% hits;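 active means inhibition above a per-plate limit of that plate's mean compound inhibition plus 3 SD, cut at about 60% in these data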;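 further: 0% = DMSO wells and 100% = LY294002 at 200 µM; higher means less KLF5 promoter-driven luciferase light; inactives centre near -14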
HSF1 inhib: HSF1 inhibition | NIH3T3-HGL HSE-luciferase, MG132-induced, luminescence 8 h; hits give low values | activity change, negative = inhibition, % at 7.5 µM (by protocol) | 300,000 compounds, 0.77% hits;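 active means more than half of replicate wells show activity change below -50%, luminescence cut by over half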;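 further: luciferase reports HSF-1 transcriptional activity via heat shock element; 0% = median of DMSO wells and -100% = zero luminescence signal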
aSyn UTR inh: 5' untranslated region of α-synuclein, MLPCN primary screen. alpha-synuclein 5'UTR reporter, inhibitor activity. inhibition, % (tested at 7.5 µM). 300,000 compounds, 0.82% hits. AID 1813; in the data active means inhibition above about 60%;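 further: H4 neuroglioblastoma cells stably carrying SNCA 5'UTR luciferase fusion; 0% = DMSO wells and 100% = positive control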
HSP90 inh: HSP90 refolding inhibition in rabbit reticulocyte lysate; luciferase refolding luminescence, 3 h; inhibition, % at 5.6 µM; 290,000 compounds, 0.91% hits; AID 1789;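 active means inhibition above the screen-wide mean plus 3 SD, computed separately per campaign, cut at about 16% in these data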;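 further: 0% = DMSO wells and 100% = 60 µM geldanamycin wells; inhibitors lower the luminescence because luciferase stays unfolded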
GSK3B inh: inhibitors of human GSK3beta kinase | GST-GSK3beta kinase, ADP-Glo luminescence, 60 min; hits give low values | activity score (negative = inhibition), % at 10 µM | 300,000 compounds, 0.038% hits;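 active means more than half of replicate wells score below -50%, meaning over 50% inhibition versus plate controls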;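 further: 0% = median DMSO wells and -100% = median GW8510 positive control wells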
Target sequence (P49841 whole entry, looked up): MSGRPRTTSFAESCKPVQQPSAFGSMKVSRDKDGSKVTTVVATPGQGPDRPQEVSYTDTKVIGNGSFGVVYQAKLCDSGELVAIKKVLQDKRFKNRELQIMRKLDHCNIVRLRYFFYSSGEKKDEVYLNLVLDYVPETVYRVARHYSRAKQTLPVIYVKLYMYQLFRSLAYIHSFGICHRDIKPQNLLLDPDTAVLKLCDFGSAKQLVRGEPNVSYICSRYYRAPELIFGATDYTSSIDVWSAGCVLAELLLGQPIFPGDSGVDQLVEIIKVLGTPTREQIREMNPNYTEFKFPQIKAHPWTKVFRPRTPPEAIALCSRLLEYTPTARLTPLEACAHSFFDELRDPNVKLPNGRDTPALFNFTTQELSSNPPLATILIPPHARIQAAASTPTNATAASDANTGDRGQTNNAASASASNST
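Test system: GST-fused GSK3beta enzyme, cell-free | Quantity: 1.6 ng GST-GSK3beta enzyme per well | Reagent: 25 µM ATP with peptide substrate | Schedule: 60 min enzyme reaction, room temperature | Signal: Luminescent ADP-Glo measurement of ADP formed | Read-out basis: Score relative to plate controls | Control set: DMSO and 20 µM GW8510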
IEC-6 cytotox: IEC-6 cytotoxicity, counter-screen for KLF5 inhibitors. 290,000 compounds, 0.78% hits. inhibition, % at 5 µM. luminescence viability; in the data active means inhibition above about 22%;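 further: 0% = plate median of test compound wells and 100% = cytotoxic reference compound wells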
AI-2 QS modul: modulators of Vibrio harveyi AI-2 quorum sensing system; Vibrio harveyi JMH597 AI-2 luminescence/OD600 ratio, 9 h; hits give low values; strain lacks LuxN and CqsS sensors; 0 = neutral-control median; activity change, % at 7.5 µM; 300,000 compounds, 0.4% hits; in the data active means activity change below about -75%, passing the limit was not always enough;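 further: luminescence divided by OD600 gain over 9 h not by final OD600 alone; inactives centre near 13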
HSF-1 act: increases HSF-1 driven luciferase reporter signal; NIH3T3-HGL HSF-1 luciferase reporter, MG132, 8 h; 100% = twice DMSO control signal; activation, % at 9 µM; 300,000 compounds, 1.7% hits;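 active means mean replicate activation of at least 50% with a set share of replicates each reaching 50%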;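 further: 0% = median of the neutral control wells and 100% = twice that signal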
GSK3 alpha inh: human GSK-3 alpha kinase inhibition | AID 2650 | inhibition, % at 10 µM | ADP-Glo luminescence, 60 min | 320,000 compounds, 0.1% hits;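 in the data active means inhibition above about 50%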;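 further: GST-tagged GSK-3 alpha with peptide substrate and 25 µM ATP; 0% = DMSO neutral wells and 100% = GW8510 positive control wells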
Target sequence (P49840 whole entry, looked up): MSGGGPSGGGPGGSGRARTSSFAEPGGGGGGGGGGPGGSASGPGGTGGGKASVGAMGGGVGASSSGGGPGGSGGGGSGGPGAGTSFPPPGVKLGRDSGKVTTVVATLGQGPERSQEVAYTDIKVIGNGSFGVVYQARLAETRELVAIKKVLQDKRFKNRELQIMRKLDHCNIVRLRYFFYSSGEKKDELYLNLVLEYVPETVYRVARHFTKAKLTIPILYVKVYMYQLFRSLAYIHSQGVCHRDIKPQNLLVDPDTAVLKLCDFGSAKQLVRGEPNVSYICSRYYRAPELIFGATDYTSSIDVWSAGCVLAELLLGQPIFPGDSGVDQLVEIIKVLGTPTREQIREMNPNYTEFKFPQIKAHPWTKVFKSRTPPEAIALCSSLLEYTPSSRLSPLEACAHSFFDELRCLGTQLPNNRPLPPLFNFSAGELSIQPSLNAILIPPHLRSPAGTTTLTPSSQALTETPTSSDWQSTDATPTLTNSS
PolyA inh: yeast polyadenylation inhibition. S. cerevisiae SKY197-pL101 polyadenylation reporter, beta-gal luminescence; efflux-impaired pdr1/pdr3 knockout yeast; score 100 = 6 SD above DMSO. calls only at 12 µM. 300,000 compounds, 0.02% hits. AID 1875;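 active means lowest replicate activity score at least 50, where 100 means six control SD above control mean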;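 further: yeast exposed to compound for 9 h at 30 °C; higher score means more reporter readthrough which indicates perturbed polyadenylation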
Numbers without * were called inactive; i = inactive; · = not tested or not shown.

SMILES	KLF5 inh	HSF1 inhib	aSyn UTR inh	HSP90 inh	GSK3B inh	IEC-6 cytotox	AI-2 QS modul	HSF-1 act	GSK3 alpha inh	PolyA inh
CCOC(=O)C(C)Oc1c(Br)cc(C2NC(=O)NC(C)=C2C(C)=O)cc1OCC (centres undefined)	9	-2	5	-3	-2	-2	10	11	·	i
Cc1oc2ccccc2c1CNC(=O)N(C)C	-16	-4	9	-5	-5	-2	0	-2	-3	i
Cc1cc(SCC(=O)N/N=C/c2ccccc2C(=O)O)c(C)cc1Br	-19	1	5	-5	-1	-8	8	26	-3	i
CC1(C)C=C(c2ccc(C=O)s2)CC(C)(C)N1	-43	-6	-22	-2	-1	-3	1	2	-1	i
COC(=O)c1cccc(NC(=O)CCc2ccccc2)c1	-22	5	-36	-4	-1	10	20	6	-2	i
Cc1ccc(CCP(=O)(O)CN2CCOCC2)cn1	-2	-2	30	5	2	4	19	9	-3	i
CSc1cccc(NC(=O)C(C)C)c1	-2	-11	-2	-5	-1	0	-9	-7	6	i
O=C(OCc1nnc(-c2ccccc2)o1)C1CC(=O)N(Cc2ccco2)C1 (centres undefined)	6	12	-19	2	1	6	6	8	-1	i
Cc1ccc(C2=NN=C(NC(=O)CSc3nnc4c5ccccc5n(C)c4n3)SC2)cc1	18	-43	-99	4	6	2	18	-48	0	i
C=CCOc1ccccc1CN1CCSCC1	-21	-6	14	-2	2	0	7	14	-3	i
COc1ccc(-c2cc3ccccc3n2CC(O)CNCCO)cc1 (centres undefined)	-28	-3	5	0	2	-11	-15	-2	0	i
COc1ccc(CC(C#N)(CO)c2nc3ccccc3[nH]2)cc1 (centres undefined)	-35	6	-1	-3	-1	-1	14	3	2	i
C=CCN1C(=O)NC2(CCCCC2)C1=O	-29	10	-5	3	-1	-4	-3	21	0	i
Cc1cc(C)n(CCO)c(=O)n1	-22	-9	10	3	3	10	24	5	-5	i
CC1=NN(C(=O)c2ccc(Cn3nc(C)c([N+](=O)[O-])c3C)o2)C(O)(C(F)(F)F)C1 (centres undefined)	-5	-1	17	-5	3	3	8	-5	2	i
NC(=S)N/N=C1\CC(n2nnn(-c3cccc(Cl)c3)c2=S)C2COC1O2 (centres undefined)	-22	1	-6	3	0	0	3	18	0	i
O=C(CN1C(=O)c2ccccc2S1(=O)=O)NC1CC2CCC1C2 (centres undefined)	5	-3	3	2	1	10	-2	-3	0	·
COc1ccc(S(N)(=O)=O)cc1C(=O)NCCCN1CCN(c2cccc(Cl)c2)CC1	-12	-2	20	-1	3	1	29	-11	-1	i
CCN(CC)C(=O)Oc1ccc(Br)cc1C(=O)Nc1ccc(F)c(Cl)c1	-30	7	-17	-1	1	-2	19	21	4	i
C=CCc1cc(Cl)ccc1OCCn1ccnc1	-9	4	14	8	3	1	19	15	4	i
C=CCOc1ccc(CN(C)Cc2nc3cc(C(F)(F)F)ccc3c(=O)[nH]2)cc1	-28	-3	18	2	1	5	31	22	-2	i
Nc1ccccc1Oc1c(F)c(F)c(Oc2ccccc2N)c(F)c1F	13	-4	21	-1	-1	1	15	-5	-3	i
CCCC(=O)Nc1ccc2c(c1)nc1n2CCSC1	-28	-1	-95	-1	0	2	10	-8	-1	i
CCOC(=O)C1=NN(C(C)=O)C2C(=O)N(CC)C(=O)C12 (centres undefined)	-2	-2	-8	2	1	0	19	16	-2	i
COc1cccc(C(=O)C2=NN(C(C)=O)CC2c2ccco2)c1 (centres undefined)	-48	3	18	0	2	4	2	-7	0	i

Part of the list above in order of number of heavy atoms, highest first.
SMILES	KLF5 inh	HSF1 inhib	aSyn UTR inh	HSP90 inh	GSK3B inh	IEC-6 cytotox	AI-2 QS modul	HSF-1 act	GSK3 alpha inh	PolyA inh
COc1ccc(-c2cc3ccccc3n2CC(O)CNCCO)cc1 (centres undefined)	-28	-3	5	0	2	-11	-15	-2	0	i
COc1cccc(C(=O)C2=NN(C(C)=O)CC2c2ccco2)c1 (centres undefined)	-48	3	18	0	2	4	2	-7	0	i
CSc1cccc(NC(=O)C(C)C)c1	-2	-11	-2	-5	-1	0	-9	-7	6	i

Arranged by the number under HSF-1 act (ascending): three from the list above
compound | HSF-1 act
O=C(OCc1nnc(-c2ccccc2)o1)C1CC(=O)N(Cc2ccco2)C1 (centres undefined) | 8
C=CCc1cc(Cl)ccc1OCCn1ccnc1 | 15
C=CCN1C(=O)NC2(CCCCC2)C1=O | 21

One compound at a time, from the list above. Order of values: KLF5 inh	HSF1 inhib	aSyn UTR inh	HSP90 inh	GSK3B inh	IEC-6 cytotox	AI-2 QS modul	HSF-1 act	GSK3 alpha inh	PolyA inh
`Cc1oc2ccccc2c1CNC(=O)N(C)C` is listed with -16	-4	9	-5	-5	-2	0	-2	-3	i
`CSc1cccc(NC(=O)C(C)C)c1` is listed with -2	-11	-2	-5	-1	0	-9	-7	6	i

Quoted at random: 3 records from the list.
SMILES	KLF5 inh	HSF1 inhib	aSyn UTR inh	HSP90 inh	GSK3B inh	IEC-6 cytotox	AI-2 QS modul	HSF-1 act	GSK3 alpha inh	PolyA inh
COc1ccc(CC(C#N)(CO)c2nc3ccccc3[nH]2)cc1 (centres undefined)	-35	6	-1	-3	-1	-1	14	3	2	i
O=C(CN1C(=O)c2ccccc2S1(=O)=O)NC1CC2CCC1C2 (centres undefined)	5	-3	3	2	1	10	-2	-3	0	·
Nc1ccccc1Oc1c(F)c(F)c(Oc2ccccc2N)c(F)c1F	13	-4	21	-1	-1	1	15	-5	-3	i

Continued:
SMILES	KLF5 inh	HSF1 inhib	aSyn UTR inh	HSP90 inh	GSK3B inh	IEC-6 cytotox	AI-2 QS modul	HSF-1 act	GSK3 alpha inh	PolyA inh
O=C(NCCN1CCCCC1)Nc1ccc(F)cc1F	-5	-2	0	4	1	-2	6	-4	-2	i
CCOc1ccc2oc(C(=O)N3CCN(Cc4ccccc4)CC3)c(C)c2c1	-6	1	9	-2	0	2	13	-5	-1	i
CCOC(=O)CSc1nc2cccnc2n1-c1ccc(F)cc1	-20	3	-1	-1	1	-8	5	-8	1	i
CC(=O)Nc1ccc2c(c1)ncn2C1CCCCC1	-17	-4	-22	0	1	2	-13	10	2	i
O=C(Cn1cnc2c(nnn2-c2ccccc2)c1=O)NCCc1ccccc1	-18	-5	-1	-7	0	-6	20	-3	-2	i
CC(=O)Nc1cccc(NC(=O)c2ccc3c(c2)CCN3S(=O)(=O)c2ccccc2)c1	15	-2	19	-3	-3	6	15	12	-3	i
COc1cc(NC(=S)N2CCCC(C)C2)cc(OC)c1OC (centres undefined)	-13	-2	4	-2	1	-5	17	-5	-4	i
CCOc1cc(N2CCOCC2)c(OCC)cc1NC1=NCCCCC1	-14	-12	-24	2	4	4	19	-16	2	i
O=C(NCC1CCN(Cc2ccc(F)cc2)CC1)C1CCCN(c2ncnc3c2nc2n3CCCCC2)C1 (centres undefined)	-36	-3	8	3	4	3	10	6	0	i
O=C(O)C1=C[C@H](c2ccccc2)C[C@H](OCCCCO)O1	·	-2	6	·	-2	·	7	4	-3	i
C=CCNC(=S)N/N=C/c1ccc(N(CC)Cc2ccccc2)cc1	-17	14	32	-3	1	2	13	13	-1	i
Cn1c(=O)c2cc(S(=O)(=O)NCCC(=O)N3CC=C(c4ccccc4)CC3)ccc2n(C)c1=O	-9	·	·	2	·	-6	·	·	-2	·
Cc1occc1C(=O)NCCCc1ccccc1	-51	0	-71	2	2	5	-78*	-12	-1	i
CCn1ncc([N+](=O)[O-])c1C(=O)Nc1ccc(C)c(C)c1	-76	-1	7	0	2	-3	33	11	-2	i
COc1cc(Cl)c(C)cc1NC(=O)CCCN1C(=O)CCC1=O	-46	-1	-26	8	·	0	·	-15	-1	i
CCc1cccc(CC)c1NC(=S)NCc1nc2ccccc2[nH]1	0	0	-7	0	0	5	19	-4	4	i
O=C(CSc1ccc2c(c1)OCCO2)Nc1ncc(Cl)cc1Cl	-7	5	23	0	0	-2	11	1	-2	i
CCC(C(=O)N1CCN(c2ncccn2)CC1)c1ccccc1 (centres undefined)	-12	·	-17	-1	4	-4	9	·	0	i
CC1CC(C)(C)NCc2ccccc21 (centres undefined)	-12	·	·	1	3	-2	16	·	-4	i
COc1cccc(N2CCN(CC(=O)Nc3nnc(-c4ccccc4)s3)CC2)c1	-15	5	17	3	-2	9	20	-7	0	i
Clc1ccc(Cl)c2sc(N3CCCC3)nc12	-63	3	-11	-2	-6	1	13	4	2	i
CCOC(=O)C1=C(N)N(c2ccc(N3CCCCC3)cc2)C(=O)C1	-18	-2	-4	4	3	-6	0	-5	0	i
CCCCc1cc(=O)oc2cc(C)cc(OC(C)C(=O)NCC3CCC(C(=O)O)CC3)c12 (centres undefined)	-20	4	11	-7	2	-8	10	-2	-1	·
CCOC(=O)CNC(=O)CSc1nc2sc(C)c(C)c2c(=O)n1C	-36	2	-5	-4	-1	-2	22	10	0	i
Cn1c(=O)[nH]c(=O)c2c1nc(N1CCNCC1)n2Cc1cccc2ccccc12	-1	3	1	2	1	-2	24	8	-3	i

The listing continues:
SMILES	KLF5 inh	HSF1 inhib	aSyn UTR inh	HSP90 inh	GSK3B inh	IEC-6 cytotox	AI-2 QS modul	HSF-1 act	GSK3 alpha inh	PolyA inh
Cc1nn(CC(=O)Nc2ccccc2)c(=O)c2ccccc12	19	3	-2	0	2	5	-88*	-11	-1	i
COc1ccc(C2C(C#N)=C(N)N(c3cccnc3)C3=C2C(=O)CCC3)cc1Cn1cc([N+](=O)[O-])cn1 (centres undefined)	-8	-7	27	0	1	-3	14	13	3	i
COc1ccc(NC(C)=O)cc1NC(=O)c1cccc(S(=O)(=O)N2CCN(Cc3ccccc3)CC2)c1	·	0	-14	·	·	·	·	0	-2	i
COc1ccc(CNC(=O)[C@@H]2CC=C[C@@H]3CCN(C4CCCCC4)C(=O)[C@@H]32)cc1	·	2	5	·	2	·	19	-3	0	i
O=C(CSc1nc2ccccc2[nH]1)N/N=C/c1ccco1	-2	-1	6	-5	2	-1	22	1	0	i
COc1cc(NC(=O)c2cc(OC)c(OC)c(OC)c2)ccc1NC(=O)c1cccs1	-28	-2	-57	1	-3	7	8	-8	-3	i
COc1cccc(OC)c1C(=O)Nc1ccc(NC(=O)c2ccco2)cc1	5	8	10	3	4	1	28	6	0	i
CC(C)N(C)NC(=S)Nc1ccccc1	-9	-8	-2	2	2	7	-2	10	-3	i
CCc1nc2ccccc2c(C(=O)OC2CCCCC2=O)c1C (centres undefined)	-4	3	9	1	0	9	10	-8	0	i
Cc1ccc(N=Cc2c(C)[nH]n(-c3ccccc3)c2=O)nc1	-19	3	14	-3	1	-2	13	7	-2	i
CCCN1C(=O)/C(=C/c2ccc(C)s2)NC1=S	-11	1	-16	0	-2	0	9	20	-6	i

From PubChem BioAssay

The list is partial, so the mix of outcomes need not match the whole.
